POLK inh = DNA polymerase kappa (human) inhibition. AID 588579. Potency, µM (doses to about 107 µM), for the others: top-dose activity, negative = inhibition, usual class: inhibitors. Q9UBT6. purified Pol kappa, fluorescent DNA synthesis assay, 10 min. hit rate 0.53% among 400,000; note: potency is the fitted concentration of half-maximal effect; % is set by controls: 0 for no effect and ±100 for the full control effect
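Fluorescent qHTS in 1536-well format: enzyme (10 nM) and compound sat 15 min at room temperature before 50 nM substrate (final) was added. Signal taken at 0 and 10 min; no-enzyme buffer wells were negative controls.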
ERG Ets-DNA blk = ERG Ets/DNA interaction inhibition | Potency, µM (series often up to 76.9 µM), inactives show at the top dose FP activity, negative = inhibition, most hits filed as inhibitors | hit rate 0.028% among 370,000 | fluorescence polarization, His-ERG Ets domain / labelled DNA; active = well fitted inhibition curve with a large enough effect in the polarisation, with a control signal flat; inconclusive = small, poorly fitted or top-dose-only effect, or effect the other way, or a change in a side signal; inactive = no such curve, though single readings can be large or run the other way; the % refers to the polarisation;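 note: polarization taken with two DNA probes labelled with fluorescein and Texas red; potency is the fitted concentration of half-maximal effect; % of control where 0% means no effect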
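His-tagged ERG Ets domain (1 uM in the protein solution; 300mM KCl, 50mM Tris-HCl, 1mM EDTA, 1mM DTT, pH 7.5) received compound, then a probe mix of 5 nM fluorescein-DNA and 100nM Texas-615-DNA. Fluorescence polarization was read for both dyes.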
POLB inh = DNA polymerase beta (human) inhibition. P06746. Pol beta primer extension/strand displacement, fluorescence kinetic. Potency, µM (series often up to 114 µM), without a hit: at the highest dose activity change, negative = inhibition, actives largely listed as inhibitors. hit rate 1.3% among 340,000; note: potency is the fitted concentration of half-maximal effect; % is set by controls: 0 for no effect and ±100 for the full control effect
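Pol beta (10 nM) and compounds were preincubated 15 min at room temperature, then 50 nM substrate (final) started primer extension/strand displacement. Reads were taken at 0 and 10 min; concentration-response data were fitted to a four-parameter Hill equation.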
LDHA inh = inhibitors of human lactate dehydrogenase A. hit rate 0.15% among 480,000. purified LDHA, NADH/diaphorase-resazurin fluorescence; stronger effect = lower value. AID 1347041. P00338. activity change, % (values are at about 110 or 230 µM); in the data active = activity change below about -30%; inconclusive = mostly about -25% to -30%;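 note: plate controls were DMSO wells for no effect and wells without enzyme for full effect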
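Resorufin fluorescence (ex540/em590), read at 0 and 20 min after diaphorase/resazurin addition, reports the NADH left after a 5 min room-temperature reaction of 2 nM human LDH5 with 0.06 mM NADH and 0.2 mM pyruvate.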
RGS4 inh = inhibitors of human regulator of G protein signaling 4; P49798; Transcreener GDP fluorescence polarization, RGS4-accelerated GTP hydrolysis; Potency, µM (top dose mostly 114 µM), without a hit: at the highest dose activity change, negative = inhibition, most hits filed as inhibitors; hit rate 0.039% among 390,000; note: potency is the fitted concentration of half-maximal effect; % is set by controls: 0 for no effect and ±100 for the full control effect; nearly all actives have a fitted effect of over 75% in size; some results filed as inactive show a strong effect at the top dose
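MLSMR compounds (23 nl, pin-transferred) preincubated 10 min at room temperature with a 500nM (2x) first reagent, then RGS4 at 900nM (2x) plus Transcreener GDP mix added; fluorescence polarization (620/688 nm) read before and after 90 min at 30 °C.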
APEX1 inh = blocks human APE1 abasic DNA cleavage; hit rate 0.35% among 350,000; P27695; recombinant APE1, TAMRA/BHQ-2 abasic DNA cleavage fluorescence; Potency, µM (titrated, usually from 65.8 µM), for the others: at the top dose activity change, negative = inhibition, most hits filed as inhibitors;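 note: potency is the fitted concentration of half-maximal effect; plate controls were vehicle for no effect and reference inhibitor for full effect; nearly all actives have a fitted effect of over 55% in size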
Target sequence (P27695 whole entry, looked up): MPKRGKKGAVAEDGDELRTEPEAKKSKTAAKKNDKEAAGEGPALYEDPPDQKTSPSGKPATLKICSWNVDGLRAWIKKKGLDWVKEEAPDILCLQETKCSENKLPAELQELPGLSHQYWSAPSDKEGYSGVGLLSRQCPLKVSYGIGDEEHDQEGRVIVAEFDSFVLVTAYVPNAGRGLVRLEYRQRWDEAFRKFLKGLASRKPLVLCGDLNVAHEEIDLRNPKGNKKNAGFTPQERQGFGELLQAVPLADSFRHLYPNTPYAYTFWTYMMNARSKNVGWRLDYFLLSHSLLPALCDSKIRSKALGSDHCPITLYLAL
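APE1 at 0.75 nM preincubated 15 min at room temperature with compound. Reaction then started with 50 nM double-stranded THF-abasic substrate labelled with TAMRA/BHQ-2, and 525/598 nm fluorescence read kinetically. Activity taken as third-minus-first read difference, normalized to DMSO and NSC13755 controls.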
Anesthetic bind = candidate novel general anesthetic via apoferritin binding | apoferritin/1-aminoanthracene competitive binding, fluorescence | Potency, µM (titrated, usually from 77.5 µM), without a hit: at the top dose activity change, negative = displacement, most hits filed as inhibitors | hit rate 0.074% among 350,000 | AID 485281; note: potency is the fitted concentration of half-maximal effect; % is set by controls: 0 for no effect and ±100 for the full control effect; nearly all actives have a fitted effect of over 20% in size
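In PBS, apoferritin at 10 uM is loaded with 1-AMA from a 50% saturated solution. After 10 min of compound exposure at ambient temperature, reduced 535 nm fluorescence indicates probe displacement.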
Pol eta inh = blocks human DNA polymerase eta activity. recombinant Pol eta, fluorescent DNA replication assay. hit rate 1.2% among 390,000. Q9Y253. Potency, µM (doses to about 114 µM), inactives show at the highest dose activity change, negative = inhibition, actives largely listed as inhibitors. AID 588591; note: potency is the fitted concentration of half-maximal effect; % is set by controls: 0 for no effect and ±100 for the full control effect
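Pol eta (10 nM) was preincubated with compounds for 15 min at room temperature, after which fluorescent replication substrate (50 nM final) was added to start the reaction. Fluorescence was read kinetically at 0 and 10 min.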
ALOX12 inh = ALOX12 (human) lipoxygenase inhibition; P18054; purified 12hLO, xylenol orange hydroperoxide absorbance; Potency, µM (doses to about 108 µM), without a hit: at the highest dose activity change, negative = inhibition, actives largely listed as inhibitors; hit rate 1.1% among 580,000; AID 1671190; note: potency is the fitted concentration of half-maximal effect; % is set by controls: 0 for no effect and ±100 for the full control effect
Target sequence (P18054 whole entry, looked up): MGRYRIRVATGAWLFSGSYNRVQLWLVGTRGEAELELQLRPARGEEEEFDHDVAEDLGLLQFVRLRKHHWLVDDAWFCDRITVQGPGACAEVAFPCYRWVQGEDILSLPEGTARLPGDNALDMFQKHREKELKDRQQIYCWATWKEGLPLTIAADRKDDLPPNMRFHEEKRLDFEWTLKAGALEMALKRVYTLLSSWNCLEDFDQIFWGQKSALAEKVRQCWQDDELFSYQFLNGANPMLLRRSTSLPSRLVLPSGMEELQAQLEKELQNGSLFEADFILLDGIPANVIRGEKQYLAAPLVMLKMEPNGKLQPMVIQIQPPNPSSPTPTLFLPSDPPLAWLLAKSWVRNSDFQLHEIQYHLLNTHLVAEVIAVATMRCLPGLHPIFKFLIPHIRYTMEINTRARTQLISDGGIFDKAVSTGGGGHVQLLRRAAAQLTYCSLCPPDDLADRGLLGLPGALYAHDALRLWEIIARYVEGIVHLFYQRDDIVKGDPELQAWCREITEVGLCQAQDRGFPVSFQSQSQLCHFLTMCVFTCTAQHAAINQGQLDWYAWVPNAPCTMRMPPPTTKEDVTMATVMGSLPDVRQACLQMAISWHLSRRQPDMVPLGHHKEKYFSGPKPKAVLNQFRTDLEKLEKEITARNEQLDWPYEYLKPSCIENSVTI
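Purified human 12hLO at 150 nM in 25 mM Hepes, 0.01% Triton X-100, pH 7.0, preincubated 15 min at room temperature with compound. Reaction started with 40 uM arachidonic acid, 30 min at room temperature. Hydroperoxide measured by Fe-xylenol orange, 573/405 nm absorbance ratio.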
* marks the source's active call; other numbers are inactive results; ? = inconclusive; nt = no result given; & = joins results of further samples; [ ] = remark or other dose. Unless noted, calls come from the whole dose curve; as a rule, active = well fitted curve in the direction sought with a large enough effect; inconclusive = small, poorly fitted or top-dose-only effect, or another doubt; inactive = no such curve, though single readings can be large; an effect the other way counts as inactive or inconclusive.

The line under a structure holds: POLK inh	ERG Ets-DNA blk	POLB inh	LDHA inh	RGS4 inh	APEX1 inh	Anesthetic bind	Pol eta inh	ALOX12 inh
CC(=O)c1c(C)[nH]c(C(=O)OCC(=O)Nc2cccc(S(=O)(=O)N(C)C)c2)c1C
  -4%	11%	2%	-13	-2%	10%	-11%	0%	-9%
CC/C(Cc1ccccc1)=N\NC(=O)c1cc([N+](=O)[O-])cc([N+](=O)[O-])c1
  -1%	12%	5%	2	-11%	3%	-7%	-4%	-9%
CC(C)(C)c1ccccc1NC(=O)c1cc(-c2ccncc2)nc2ccccc12
  7%	-4%	nt	-3	-8%	-10%	nt	-21%	?
Cc1ccccc1NC(=O)COC(=O)CCc1ccccc1
  -2%[60.1 µM]	-5%	41%	-2	-12%[11.4 µM]	16%	-12%	-23%	-4%
O=C1C2CC=CCC2C(=O)N1c1ccc(N2CCN(c3ccccn3)CC2)c([N+](=O)[O-])c1 (centres undefined)
  3%	11%	?	4	-8%	13%	?	-18%	-13%
CCCCn1c(SCC(=O)Nc2nnc(C)s2)nnc1-c1ccoc1C
  9%	-6%	14%	-7	-38%	-1%	-12%	-5%	-6%
O=C(COC(=O)/C=C/c1ccc(Cl)c(Cl)c1)NC1CCS(=O)(=O)C1 (centres undefined)
  -7%	nt	nt	-5	-13%	10%	nt	-20%	122%[activator]
CCC1CCCCN1Cc1c(O)ccc2c(=O)c(-c3ccccc3)coc12 (centres undefined)
  -6%	8%	-11%	-4	-6%	45%[activator]	40%[activator]	-15%	-62%
COc1cc(/C=N/NC(=O)Cn2ccc(C(F)(F)F)n2)cc(OC)c1OC
  9%	-7%	-1%	-1	-1%[11.4 µM]	-2%	-9%	6%	3%
CCOc1cccc2cc(-c3nnc(NCc4ccc5c(c4)OCO5)s3)c(=O)oc12
  -7%	nt	?	2	-27%	-2%	4%	4µM*	-16%
Cc1cccc(N2CCN(c3nc4nonc4nc3N3CCSCC3)CC2)n1
  -5%	4%	-20%	0	2%	2%	428%[activator]	?	6%
CC(=O)N1CCCc2cc(S(=O)(=O)N(C)CC(=O)Nc3cccc(C)c3C)ccc21
  -6%[60.1 µM]	10%	63%	-9	22%	nt	5%	-20%	-25%
O=C(Nc1ccccc1NC(=O)c1ccc(F)cc1)c1ccc(F)cc1
  9%	9%	22%	-1	-1%	6%	-3%	-10%	6%
C/C(=N/N1CCN(Cc2cccc3ccccc23)CC1)c1cccnc1
  -8%	-10%	-3%	-16	7%	-8%	-11%	-11%	-1%
CCN(c1ccccc1)S(=O)(=O)c1ccc2[nH]cc(C(=O)NCc3ccc(C)cc3)c(=O)c2c1
  -8%[60.1 µM]	1%	?	-13	7%	nt	-16%	?	-3%
CCOc1ccc2nc(N3CCCC(C(=O)NCc4ccc(C)cc4)C3)sc2c1 (centres undefined)
  -1%	0%	3%	-6	-11%	nt	-2%	-21%	1%
COCCCNc1nc2c(c(=O)[nH]c(=O)n2C)n1CC(O)COc1ccc(Cl)cc1 (centres undefined)
  9%	-11%	19%	-5	-10%	nt	-1%	-14%	-12%
O=C(CCS(=O)(=O)c1ccc2c(c1)NC(=O)CS2)NCCc1ccccc1
  -19%	6%	11%	-3	20%	18%	-2%	-3%	8%
O=C(C[n+]1cc2ccccc2c2ccccc21)c1ccccc1
  -10%	-10%	-1%	-2	-28%	-4%	-20%	4%	-10%
O=S(=O)(NCCc1csc2nc(-c3ccc(Cl)cc3)nn12)c1cccs1
  -6%[60.1 µM]	-7%	-5%	-4	23%	nt	-9%	-14%	?
CC(C)CN1C(=O)C(=O)N(CC(=O)NC(C)CCc2ccccc2)C1=O (centres undefined)
  -8%	2%	nt	-4	13%	2%	nt	-11%	-2%
CC1=C(c2ccccc2)C(O)(c2ccccc2)C(C)C1=O (centres undefined)
  -11%	-10%	nt	-8	-10%	nt	nt	-10%	4%
O=C(CCCCCN1C(=O)CCC1=O)NCc1ccccc1
  -11%	-10%	-3%	0	-1%	0%	-7%	-23%	0%
Cc1cc(Nc2ccccc2O)nc(C)n1
  -5%	-2%	?	4	13%	nt	-7%	-19%	10%
Oc1ccc(Cl)cc1C1=NCCNC(C(F)(F)C(F)F)=C1
  -8%	-7%	-2%	-7	-11%	1%	-24%	-14%	-25%
COc1ccc(CNC(=O)CCC2N=C3c4ccccc4N=C(SCc4ccccc4F)N3C2=O)cc1 (centres undefined)
  -11%[60.1 µM]	1%	22%	-9	-32%	nt	-20%	-7%	-26%
CCOC(=O)c1cnc2nc(NCc3ccc(OC)c(OC)c3)[nH]n2c1=O
  -3%	3%	35µM*	-1	-28%	1%	33%[activator]	20µM*	?
COc1ccccc1N1CCN(C(=O)c2c(C)cc(=O)oc2C)CC1
  -1%	4%	9%	-8	6%	7%	-8%	-14%	4%
N#CCCn1c(SCC(=O)c2c[nH]c3ccccc23)nc2ccccc21
  2%	6%	0%	-5	-28%	-1%	-19%	-5%	68%
Cc1onc(-c2ccccc2Cl)c1C(=O)NCCCc1ccccc1
  -9%	-21%	-10%	-4	-10%	32%	-7%	-14%	-8%
CCCOc1ccc(CNC(=O)Cn2c(=O)oc3ccccc32)cc1
  9%&1%	8%&-8%	?	-8&-8	2%&-2%	-8%	6%&-9%	-16%&-20%	-8%
C=C(C)CN=CC1(C)CCC(C)=CO1 (centres undefined)
  -11%	-4%	nt	-8	4%	nt	nt	-12%	2%
CSc1cccc(NC(=S)N(Cc2ccc(C)cc2)Cc2ccccn2)c1
  0%	-3%	-29%	-11	20%	-1%	12%	-12%	-4%
CCOc1ccc(S(=O)(=O)NCc2ccncc2)cc1NC(=O)c1ccccc1
  -12%	-3%	nt	-13	-4%	17%	nt	-6%	-6%
CCN1CCN(c2ccc(NS(=O)(=O)c3c(C)nc4sccn4c3=O)cc2Cl)CC1
  -21%	9%	-3%	-7	4%	nt	-17%	-15%	-17%
Cc1cccc(NC(=S)N2CCC(NC(=O)C3CCCCC3)CC2)c1
  4%	4%	24%	-3	-16%	59%	-3%	-17%	-15%
O=C(COC(=O)c1cc(=O)[nH]c(=O)[nH]1)Nc1cccc(S(=O)(=O)N2CCOCC2)c1
  -2%	-2%	-20%	2	-7%	3%	-5%	-17%	1%
CCCCNc1c([N+](=O)[O-])cc(C)cc1[N+](=O)[O-]
  -13%	-1%	33%	2	0%	-2%	?	-19%	2%
O=C(NCCn1cccn1)C1CCC(=O)N(CCc2ccccc2)C1 (centres undefined)
  -4%	-4%	19%	-9	8%	25%	-1%	-23%	0%
Cc1ccccc1S(=O)(=O)c1c(C)cc(C)n(CC(C)C)c1=O
  0%	-4%	-15%	0	0%	7%	34%[activator]	-6%	0%
COC(=O)c1[nH]c2cccc(Cl)c2c1NC(=O)CN(C)C1CCCCC1
  -1%	-10%	-9%	2	18%	2%	?	-22%	0%
Cc1ccc(-n2c(COc3c(C)cccc3C)nnc2SCC(=O)Nc2nccs2)cc1
  10%	0%	1%	-5	-5%	-1%	-11%	-9%	0%
O=C(NCc1ccc(OC(F)(F)F)cc1)C1CC(c2ccccc2C(F)(F)F)=NO1 (centres undefined)
  -9%	3%	0%	3	-2%	15%	-13%	-26%	-7%
CC(C)CC(NC(N)=O)C(=O)Nc1ccc2c(c1)OCO2 (centres undefined)
  -4%	0%	20%	8	-7%	13%	-6%	-16%	-3%
c1ccc(-c2nc(CSc3nnc(-c4cccs4)o3)cs2)cc1
  -18%	-2%	17%	-3	7%	4%	3%	-3%	-32%
CCCCCCNC(=O)C(C(=O)OCC)C1CCCCC1 (centres undefined)
  6%	2%	-1%	-2	20%	-1%	-9%	-4%	15%
CCN1CCN(C(=S)Nc2cc(S(=O)(=O)N(CC)CC)ccc2C)CC1
  4%	0%	-4%	-1	-19%	-2%	-9%	-20%	-1%
CC(C)(C)C1CCc2c(sc3ncn(N)c(=N)c23)C1 (centres undefined)
  -12%	7%	6%	-14	-3%	-2%	-20%	-7%	12%
COCc1cc(C)nc2sc(C(=O)NC3CCCCC3)c(N)c12
  -20%	2%	1%	-2	-10%	-2%	4%	?	0%
CCCCC1CCC(/C(N)=N/O)CC1 (centres undefined)
  4%	6%	3%	1	-3%	1%	?	-12%	0%
O=C(Nc1ccnn1C1CCN(C(=O)Cc2ccccc2F)CC1)C1CC1
  -13%	-6%	56%	-11	21%	7%	-8%	-9%	4%

Compound activity deposited in PubChem BioAssay by National Center for Advancing Translational Sciences (NCATS).

Some of the compounds tested (hit frequency here may not be typical).
